TEAD-YAP inh = TEAD-YAP interaction inhibition, primary screen, TEAD-YAP interaction inhibitor project, luminescence, HEK-TIYL cells. TEAD-Gal4/YAP UAS-luciferase luminescence. inhibition, % at 9.12 µM. 640,000 compounds, 1.4% hits. AID 1259422, 2018; in the data active means inhibition above about 32%;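 further: 0% = median of test compound wells and 100% = reference inhibitor wells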
GPR151 ag = activators of human GPR151, primary screen, cell-based, PathHunter beta-arrestin, luminescence. AID 1508602, 2020. G-protein coupled receptor 151 (Homo sapiens), Q8TDV0. 650,000 compounds, 1% hits. PathHunter beta-arrestin GPR151 cells. activation, % at 11.2 µM; in the data active means activation above about 4.9%;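 further: 0% = median of compound wells and 100% = cells with positive control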
Target sequence (Q8TDV0 whole entry, looked up): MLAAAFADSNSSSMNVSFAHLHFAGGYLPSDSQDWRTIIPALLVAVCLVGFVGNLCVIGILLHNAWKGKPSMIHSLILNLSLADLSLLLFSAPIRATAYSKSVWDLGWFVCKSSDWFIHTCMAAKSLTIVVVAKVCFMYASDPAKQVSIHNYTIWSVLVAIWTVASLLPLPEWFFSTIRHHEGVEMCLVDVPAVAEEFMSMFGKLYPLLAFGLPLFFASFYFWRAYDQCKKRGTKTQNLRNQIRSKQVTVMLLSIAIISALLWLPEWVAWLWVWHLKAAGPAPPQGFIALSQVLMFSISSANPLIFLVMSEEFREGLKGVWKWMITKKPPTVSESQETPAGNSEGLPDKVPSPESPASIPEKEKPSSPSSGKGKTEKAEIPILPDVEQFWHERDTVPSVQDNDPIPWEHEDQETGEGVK
MITF inh = MITF inhibitors, primary screen, biochemical, AlphaScreen, human; Microphthalmia-associated transcription factor (Homo sapiens), O75030; AlphaScreen MITF homodimerization, bead proximity signal; inhibition, % at 2.6 µM; 650,000 compounds, 0.91% hits; AID 1259374, 2018; in the data active means inhibition above about 50%;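 further: 0% = vehicle wells with protein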
Target sequence (O75030 whole entry, looked up): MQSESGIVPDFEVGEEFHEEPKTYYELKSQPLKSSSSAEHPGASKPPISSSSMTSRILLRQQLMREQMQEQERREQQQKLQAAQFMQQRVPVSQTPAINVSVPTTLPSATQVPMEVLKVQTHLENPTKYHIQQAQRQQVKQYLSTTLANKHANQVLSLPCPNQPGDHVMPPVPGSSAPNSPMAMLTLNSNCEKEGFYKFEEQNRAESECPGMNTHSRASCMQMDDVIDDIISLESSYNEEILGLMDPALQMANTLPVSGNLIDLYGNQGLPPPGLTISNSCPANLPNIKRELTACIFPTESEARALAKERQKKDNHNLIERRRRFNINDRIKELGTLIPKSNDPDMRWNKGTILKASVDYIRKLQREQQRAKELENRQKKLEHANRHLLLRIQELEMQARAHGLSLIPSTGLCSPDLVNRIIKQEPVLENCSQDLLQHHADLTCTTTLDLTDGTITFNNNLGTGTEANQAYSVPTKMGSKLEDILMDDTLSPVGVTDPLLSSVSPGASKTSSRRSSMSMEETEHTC
FBW7 act = FBW7 E3 ligase activators, primary screen, biochemical, AlphaScreen, human. F-box/WD repeat-containing protein 7 (Homo sapiens), Q969H0. AlphaScreen FBW7–phospho-cyclin E peptide binding, activator screen. normalized activity (activation), % at 26.1 µM. 650,000 compounds, 0.13% hits. AID 1259310, 2017; in the data active means normalized activity above about 1.9%;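 further: purified mutant Fbw7 with reduced substrate affinity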
* hit, by the source's call.

No. | Compound | TEAD-YAP inh | MITF inh
1 | COC(=O)c1ccc(NC(=O)c2ccccc2I)cc1 | -6.2 | 2.6
2 | COc1ccc(Nc2nc(-c3ccccc3Cl)nc3ccccc23)cc1OC | 18.7 | -7.8
3 | Cc1ccccc1-c1nnc(NC(=O)C(=O)c2c[nH]c3ccccc23)s1 | -8.3 | -4.4
4 | CC1=NN(c2ccc(Br)cc2)C(=O)/C1=C\c1ccc(N(C)C)cc1 | -9.0 | 0.7
5 | CCCC1N=C(c2ccc(OC)cc2)CC(c2ccccc2O)N1 (stereo not given) | -55.7 | 7.8
6 | CCOc1ccc(S(=O)(=O)Nc2cccc(OC)c2)c2cccnc12 | 0.9 | 12.6
7 | O=C(CN1C(=O)COc2ccccc21)NNC(=O)NC1CCCCC1 | -2.9 | -4.5
8 | Nc1ccc2oc(=O)c(-c3ccccc3)cc2c1 | -29.6 | -0.1
9 | CCN(CC)CC(=O)Nc1c2c(nc3c1CCC3)CCC2 | 7.2 | 9.1
10 | O=C(Cc1ccccc1F)NCCn1nnn(-c2ccccc2)c1=O | 5.8 | -4.4
11 | CN(C)c1cc2c(cnn2-c2cccc(C(=O)NCCN3CCOCC3)c2)cc1N | 2.4 | 14.6
12 | COC(=O)C(C(=O)Nc1ncccn1)C1CCCCCC1 (stereo not given) | 4.3 | -10.8
13 | Cc1ccc(C)c(N2CCN(CC(=O)Nc3nccs3)CC2)c1 | 5.8 | 15.9
14 | Cc1cc(N2CCN(c3cccc(Cl)c3)CC2)n2nc(C)nc2n1 | 7.9 | 12.3
15 | O=C(CCn1c(=O)oc2ccccc21)Nc1ccc(Oc2ccccc2)cc1 | 13.7 | 6.6

No. | GPR151 ag | FBW7 act
1 | -0.2 | 0.1
2 | 0.5 | 0.0
3 | 0.3 | -0.2
4 | 0.6 | 0.1
5 | -2.5 | 0.0
6 | 2.1 | 0.0
7 | 0.3 | -0.2
8 | -0.3 | 0.1
9 | -0.2 | -0.1
10 | -0.3 | -0.1
11 | 2.6 | 1.1
12 | -0.7 | -0.5
13 | 0.6 | -0.1
14 | -0.5 | 0.3
15 | -0.5 | 0.8

Further results:
No. | Compound | TEAD-YAP inh | MITF inh
16 | CCCOc1ccc(C2C(C(=O)OCC)=C(C)NC3=C2C(=O)CC(c2ccc(OC)cc2)C3)cc1 (stereo not given) | 9.7 | -4.2
17 | Cn1c(=O)c2c(nc(Oc3ccc4c(c3)OCO4)n2C)n(C)c1=O | 0.6 | -1.1
18 | Cc1ccc(-c2nc(CCNC(=O)C(C)(C)C)cs2)cc1 | -56.2 | -2.9
19 | COc1ccc(-c2noc(CC3CCCCC3)n2)cc1OC | -1.8 | -11.2
20 | COc1ccc(OC)c(/C=N\NC(=O)c2cc(Br)ccc2O)c1 | 0.1 | 14.3
21 | COC(=O)c1ccc(COC(=O)c2ccccc2OC)c(Br)c1 | 5.0 | 2.0
22 | COc1cccc(C(NC(=O)C2CCN(C(=O)N3CCOCC3)CC2)c2ccccn2)c1 (stereo not given) | 7.1 | -7.4
23 | COC(=O)c1ccc(CNC(=O)CCN2Cc3ccc(OC)cc3OC(C)C2)cc1 (stereo not given) | 4.3 | -9.3
24 | O=C(Nc1ccc2c(c1)N(C(=O)c1cccs1)CCC2)C1CC1 | 6.2 | 13.0
25 | CCCNC(=S)Nc1ccccc1Br | 10.8 | -10.2
26 | COc1ccccc1Oc1nc2c(C)cccn2c(=O)c1/C=C(\C#N)C(=O)N1CCOCC1 | 20.6 | 13.9
27 | CCCCCCCn1c(CCCO)nc2ccccc21 | 7.8 | 3.9
28 | O=C(CSc1nnnn1-c1ccccc1)N/N=C/c1cccc(O)c1 | 5.1 | -0.7
29 | CN=C1SC(CC(=O)Nc2ccccc2C)C(=O)N1C (stereo not given) | -8.6 | -0.9
30 | O=C(COC(=O)c1ccc([N+](=O)[O-])o1)c1ccc(-c2ccccc2)cc1 | -3.1 | 10.7

No. | GPR151 ag | FBW7 act
16 | 1.1 | 0.1
17 | 1.9 | 0.0
18 | -0.7 | -0.1
19 | 1.7 | 0.0
20 | -1.1 | 0.8
21 | 1.4 | 0.1
22 | -1.1 | 0.1
23 | 1.0 | 0.2
24 | -0.2 | -0.2
25 | -0.2 | 0.0
26 | 4.2 | -0.1
27 | 2.5 | 0.1
28 | 0.2 | -0.1
29 | -1.0 | -0.1
30 | -0.4 | 0.1

(list continues)
No. | Compound | TEAD-YAP inh | MITF inh
31 | Nn1cc(-c2ccccc2)nc1SCC(=O)Nc1ccc2c(c1)CCC2 | -6.0 | 3.3
32 | COc1ccc(/C=C(\C#N)C(=O)OCC(=O)NC2CCCCC2)cc1 | -9.7 | -4.0
33 | Cc1ccc(NC(=S)N(CCCN2CCCCCC2)Cc2ccco2)cc1 | 4.8 | 3.2
34 | CC(C)c1ccc(CN[C@H]2C[C@H]3C(=O)N4CCC[C@@H]4C(=O)N3C2)cc1 | 6.0 | 21.2
35 | CN(C)c1ccc(C2=NN(C=O)C(c3ccccc3)C2)cc1 (stereo not given) | 4.4 | 16.5
36 | CC1(C)N(O)C(=O)CN1C(=O)c1ccccc1 | 7.0 | 3.5
37 | O=C(Nc1cccc(Br)c1)C1CN(C(=O)c2ccc(F)c(F)c2)C1 | -2.5 | 7.4
38 | O=Cc1cccc(OCCN2CCCCC2)c1 | 5.4 | 30.0
39 | CC1CN(CCC(=O)NCCc2nc3ccccc3n2C)Cc2cc(Cl)ccc2O1 (stereo not given) | -3.1 | 17.5
40 | O=C(NCc1cccnc1)c1cnc(Nc2ccccc2)s1 | -5.0 | 4.9
41 | CCCNC(=O)c1ccc2c(c1)ncn2-c1cc(Cl)ccc1OC | 10.3 | 5.8
42 | COc1cc(NC(=O)c2cccc(-n3cc(NC(=S)Nc4ccccc4Cl)cn3)c2)cc(OC)c1OC | 20.9 | -6.8
43 | Cc1ccc2nc(N3CCN(C)CC3)c(/C=C3\SC(=S)N(C(C)C)C3=O)c(=O)n2c1 | -5.7 | -2.1
44 | Cc1ccc(S(=O)(=O)Nc2cccc3ccc(C)nc23)cc1 | 2.7 | 4.2
45 | Cc1cc(/C=C(\C#N)C(N)=O)c(C)n1-c1ccc(Cl)c(Cl)c1 | -15.2 | 12.0

No. | GPR151 ag | FBW7 act
31 | -0.2 | 0.5
32 | 1.5 | -0.2
33 | -1.0 | -0.1
34 | -0.8 | 0.8
35 | 3.2 | 0.2
36 | 1.7 | 0.1
37 | 0.1 | 0.1
38 | 0.6 | -0.2
39 | 0.0 | 0.0
40 | -0.8 | -0.2
41 | -1.4 | 0.1
42 | 1.4 | 0.5
43 | 3.3 | -0.1
44 | -0.3 | 0.0
45 | -0.3 | 0.0

Remaining list, next part.
No. | Compound | TEAD-YAP inh | MITF inh
46 | CCOC(=O)C(NC(C)=O)C(OC(C)=O)c1cccc(N)c1 (stereo not given) | 4.8 | 19.4
47 | CC(=O)c1cccc(S(=O)(=O)Nc2ccc(C)c(I)c2)c1 | 6.4 | 9.1
48 | O=C(COc1ccc(Cl)cc1)Nc1ccc(-c2cn3cccnc3n2)cc1 | -4.8 | -6.4
49 | CC(=O)c1c(C)[nH]c(C(=O)OCC(=O)Nc2ccc3c(c2)CCC3)c1C | 5.8 | 7.7
50 | O=c1c(Cl)c(Cl)cnn1Cc1ccc(F)cc1 | -7.4 | -0.2
51 | CC1CCN(S(=O)(=O)c2c[nH]c(=O)[nH]c2=O)CC1 | -7.5 | 5.7
52 | Cc1cc(Br)ccc1NC1OC(=O)c2ccccc21 (stereo not given) | -10.7 | -1.7
53 | COC(=O)c1ccc(N2CCN(C)CC2)c(NC(=O)c2ccc(Cl)cc2Cl)c1 | 5.9 | 1.6
54 | O=C(NCCCc1ccccc1)c1ccccc1O | -68.1 | 4.9
55 | Cc1ccccc1CS(=O)(=O)CCC(=O)O | -13.6 | 19.7
56 | COc1ccc2nc(-c3ccc(NS(=O)(=O)c4ccc5c(c4)CCCC5)cc3)cn2n1 | -7.9 | 14.9
57 | COc1ccc(NC(=O)c2ccc(C)o2)cc1OC | -2.8 | 9.8
58 | COc1ccc([N+](=O)[O-])cc1N(CC(=O)NCCCOC(C)C)S(C)(=O)=O | 3.6 | 2.0
59 | COc1ccc(O)c(CN2CCc3nnc(-c4ccccc4)n3CC2)c1 | 8.9 | 11.9
60 | O=C(O)c1ccc(-n2ccnc2)c([N+](=O)[O-])c1 | -3.7 | 4.6

No. | GPR151 ag | FBW7 act
46 | -0.8 | 0.4
47 | -0.6 | 0.5
48 | 8.6* | 22.5*
49 | -0.7 | 0.4
50 | 1.0 | -0.1
51 | -1.6 | 0.8
52 | 0.2 | 0.0
53 | -0.8 | -0.1
54 | 0.3 | 0.1
55 | -0.5 | 1.0
56 | -0.7 | 0.6
57 | -0.9 | -0.2
58 | 1.0 | -0.2
59 | -0.8 | 0.3
60 | 2.0 | 0.2

Gathered by group: those above containing a nitro group on carbon
No. | Compound | TEAD-YAP inh | MITF inh
30 | O=C(COC(=O)c1ccc([N+](=O)[O-])o1)c1ccc(-c2ccccc2)cc1 | -3.1 | 10.7
58 | COc1ccc([N+](=O)[O-])cc1N(CC(=O)NCCCOC(C)C)S(C)(=O)=O | 3.6 | 2.0
60 | O=C(O)c1ccc(-n2ccnc2)c([N+](=O)[O-])c1 | -3.7 | 4.6

No. | GPR151 ag | FBW7 act
30 | -0.4 | 0.1
58 | 1.0 | -0.2
60 | 2.0 | 0.2

Continuation:
No. | Compound | TEAD-YAP inh | MITF inh
61 | Cc1ccccc1Cn1c(CN2CC(C)CC(C)C2)nc2c1c(=O)n(C)c(=O)n2C (stereo not given) | -4.8 | 14.2
62 | O=C(N/N=C/c1ccccn1)c1ccc([N+](=O)[O-])cc1 | 2.3 | 21.3
63 | CC(=O)Nc1ccc2nc(SCC(=O)c3ccccc3)sc2c1 | -28.9 | 4.7
64 | O=C(CCSc1ccccc1)Nc1ccc(Cl)cn1 | -22.2 | 1.9
65 | CSc1nc2ccc(NC(=O)C(C)(C)C)cc2s1 | -65.2 | 3.2
66 | CS(=O)(=O)N1CCc2cc(NC(=O)c3cccc(Br)c3)ccc21 | -52.8 | -16.5
67 | O=C(COc1ccc(Cl)cc1)N1CCNCC1 | -3.7 | 8.0
68 | CC(=O)N1C(c2ccccc2)=C(C)Sc2nnc(C)n21 | -3.1 | -1.8
69 | CCn1c(SCC(=O)Nc2ccccc2Cl)nnc1-c1cccnc1 | 2.9 | 19.8
70 | CSc1nnc2c(n1)OC(c1ccncc1)Nc1ccc(Br)cc1-2 (stereo not given) | 2.1 | 3.8
71 | COc1ccc(-n2nnnc2-c2nc3ccccc3[nH]2)cc1 | -22.0 | 2.8
72 | CN(C)/N=C/c1ccc(Sc2ccccc2[N+](=O)[O-])o1 | -0.8 | 9.6
73 | CC(=O)Oc1c(C)cc(Cl)cc1C(=O)Nc1ccc([N+](=O)[O-])cc1Cl | 20.6 | -10.6
74 | CC(=O)C1=C(C)NC(SCC(=O)c2ccccc2)=C(C#N)C1c1ccccc1[N+](=O)[O-] (stereo not given) | 4.3 | 4.5
75 | CC(C)n1cnc2c(N)nc(N3CCCC3CO)nc21 (stereo not given) | -2.0 | -4.0

No. | GPR151 ag | FBW7 act
61 | -0.5 | 0.2
62 | -1.2 | -1.0
63 | 0.9 | -0.1
64 | 0.3 | -0.2
65 | -0.6 | 0.1
66 | -0.9 | -0.2
67 | 1.4 | 0.1
68 | 0.2 | -0.1
69 | -0.4 | 0.1
70 | -0.9 | -0.2
71 | 0.4 | 0.1
72 | -1.6 | -0.1
73 | -4.4 | 0.0
74 | -0.6 | 0.5
75 | -0.9 | -0.1

Next structures:
No. | Compound | TEAD-YAP inh | MITF inh
76 | CC(Oc1ccc(Cl)cc1Cl)C(=O)NCCC1=CCCCC1 (stereo not given) | -0.6 | 13.4
77 | O=c1c(Cl)cc(C(F)(F)F)cn1Cc1c(-c2ccccc2)nc2ccccn12 | -4.6 | -5.0
78 | COc1ccc(C(=O)NCCSc2ncc(-c3ccc(F)cc3)[nH]2)cc1OC | -31.8 | -4.6
79 | CCC(Nc1ncnc2sc(C(=O)N3CCC(C(N)=O)CC3)c(C)c12)c1cccs1 (stereo not given) | 1.2 | 9.7
80 | CCCSc1nnc2c(n1)OC(c1ccc(OC)cc1)Nc1ccccc1-2 (stereo not given) | -38.4 | 4.8

No. | GPR151 ag | FBW7 act
76 | -0.3 | -0.1
77 | -0.7 | -0.2
78 | -0.2 | 1.0
79 | 0.5 | -0.1
80 | 0.6 | 0.1

Compounds 77 to 80 from above:
No. | Compound | TEAD-YAP inh | MITF inh
77 | O=c1c(Cl)cc(C(F)(F)F)cn1Cc1c(-c2ccccc2)nc2ccccn12 | -4.6 | -5.0
78 | COc1ccc(C(=O)NCCSc2ncc(-c3ccc(F)cc3)[nH]2)cc1OC | -31.8 | -4.6
79 | CCC(Nc1ncnc2sc(C(=O)N3CCC(C(N)=O)CC3)c(C)c12)c1cccs1 (stereo not given) | 1.2 | 9.7
80 | CCCSc1nnc2c(n1)OC(c1ccc(OC)cc1)Nc1ccccc1-2 (stereo not given) | -38.4 | 4.8

No. | GPR151 ag | FBW7 act
77 | -0.7 | -0.2
78 | -0.2 | 1.0
79 | 0.5 | -0.1
80 | 0.6 | 0.1

Bioassay records (PubChem)

An unsorted share of the library; overall some 3.4% were active at least once.
